From PubChem
TRPM1 prom inh: inhibitors of MITF-dependent TRPM1 promoter reporter, primary screen, cell-based, SK-MEL-5, single point, luciferase. SK-MEL-5 TRPM1 promoter luciferase, 24 h. inhibition, % at 12.5 µM. hit rate 0.83% among 330,000;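 active means mean inhibition across replicates of 60% or more, whatever share of single replicates reaches that level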; further: values of inactives mirror those of a sister screen read the other way
CaV13 FRET inh: Disruptors of the CACNA1D IQ motif to Ca2+-dependent inactivation inhibitor domain association, primary screening, Förster resonance energy transfer in intact living …; HEK cells, CFP/YFP FRET ICDI-IQ, plate reader, 10 min; percent FRET-ratio fall versus neutral wells; inhibition, % at 12.3 µM; hit rate 0.098% among 340,000;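 active means mean replicate inhibition of at least 30% and at least 1% of replicates passing that level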;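 further: 0% = median of the neutral control wells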
NR2E3 ag-1: inhibitors of NR2E3-RetCOR corepressor binding, primary screen, NR2E3 agonist project, biochemical, TR-FRET, GST-NR2E3, biotin-RetCOR; Photoreceptor-specific nuclear receptor (Homo sapiens), Q9Y5X4; hit rate 0.12% among 320,000; AID 2300, 2010; 1536-well; inhibition of corepressor binding, % at 4.78 µM;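 active means percent inhibition above the cutoff of mean plus 3 SD of all tested compounds, set per screening campaign, cut at about 20% in these data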;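 further: 0% = DMSO wells and 100% = biotin wells as full block of FRET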
Target sequence (Q9Y5X4 whole entry, looked up): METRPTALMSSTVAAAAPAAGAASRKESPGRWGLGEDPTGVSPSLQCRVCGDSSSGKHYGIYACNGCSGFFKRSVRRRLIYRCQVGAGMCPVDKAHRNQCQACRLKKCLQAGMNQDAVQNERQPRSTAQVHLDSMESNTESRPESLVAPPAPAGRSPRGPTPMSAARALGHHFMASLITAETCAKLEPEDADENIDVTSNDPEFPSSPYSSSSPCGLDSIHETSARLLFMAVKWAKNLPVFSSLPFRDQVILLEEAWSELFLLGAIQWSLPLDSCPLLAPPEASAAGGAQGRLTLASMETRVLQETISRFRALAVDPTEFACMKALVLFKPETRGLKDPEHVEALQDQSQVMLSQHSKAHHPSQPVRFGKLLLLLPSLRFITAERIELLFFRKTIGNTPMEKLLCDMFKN
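Test system: GST-NR2E3 and biotin-RetCOR proteins | Quantity: 1.35 nM GST-tagged NR2E3 final | Medium: Tris pH 7.5 | Also added: 7 nM biotin-RetCOR | Dosing: Compound at 4.8 µM, single dose | Timing: 5 h at 4 °C | Detection: Time-resolved FRET | Read-out basis: Percent inhibition | Benchmarks: Biotin wells as high control, 0.6% DMSO wells as low control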
PDI turbidity: inhibitors of human PDI, primary screen, biochemical, turbidity, single point, plate reader; Protein disulfide-isomerase (Homo sapiens), P07237; hit rate 0.052% among 350,000; PDI insulin aggregation turbidity, A650, 90 min; inhibition, % at 10 µM; AID 588391, 2011;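 active means mean inhibition across replicates of 30% or more, whatever share of single replicates reach that level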;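 further: absorbance from insulin aggregation driven by PDI reduction with DTT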
Target sequence (P07237 whole entry, looked up): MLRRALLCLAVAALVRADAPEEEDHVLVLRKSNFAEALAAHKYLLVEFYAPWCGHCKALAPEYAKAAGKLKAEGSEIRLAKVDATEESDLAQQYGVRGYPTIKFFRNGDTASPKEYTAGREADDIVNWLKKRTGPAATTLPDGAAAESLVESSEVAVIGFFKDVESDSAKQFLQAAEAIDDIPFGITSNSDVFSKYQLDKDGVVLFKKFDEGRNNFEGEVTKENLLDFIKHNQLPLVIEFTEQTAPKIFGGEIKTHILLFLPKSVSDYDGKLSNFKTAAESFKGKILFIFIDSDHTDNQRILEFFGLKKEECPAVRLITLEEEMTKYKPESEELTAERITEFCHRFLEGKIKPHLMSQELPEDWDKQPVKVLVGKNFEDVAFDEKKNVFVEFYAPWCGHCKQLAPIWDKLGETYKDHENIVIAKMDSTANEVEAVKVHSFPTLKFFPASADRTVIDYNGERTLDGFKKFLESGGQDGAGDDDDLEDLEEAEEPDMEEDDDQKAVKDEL
Vif imaging: HIV Vif self-association inhibitors, primary screen, imaging, HEK293T, single point | inhibition, % at 7.49 µM | HEK293T cells, Vif self-association by quenched fluorescence, 24 h | hit rate 0.35% among 340,000; in the data active means inhibition above about 50%, passing the limit was not always enough; further: some results filed as inactive read as strong as hits
Granule exo inh: LAMP-1 surface exposure blockers, TALL-104 cells – cell-based, flow cytometry, MLPCN library, primary screen. TALL-104 LAMP-1 surface exposure; cells stimulated with thapsigargin and PMA. inhibition, % at 10 µM. hit rate 0.66% among 360,000;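 active means inhibition above about 55%, limit read from the data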
hiPSC survival: enhancers of single-cell hiPSC survival, primary screen, ATPlite luminescence | 100% = ROCK inhibitor wells, 0% = DMSO | survival enhancement, % at 20 µM | hit rate 0.044% among 360,000; in the data active means survival enhancement above about 18%;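 further: cells exposed to compounds for 16 hours before the ATP read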
Peg3 prom inh: Peg3 promoter-driven luciferase inhibitors, primary screen, cell-based, HeLa, luciferase luminescence; hit rate 1.7% among 360,000; inhibition, % at 20 µM; HeLa PEG-Prom luciferase reporter, overnight;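 active means inhibition of at least 50% at 20 µM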
HIF-2a block: HIF-2a reporter inhibitors, primary screen, luminescence, 786-0 RCC cells. 786-0 RCC cells HIF-2a reporter, luciferase luminescence, overnight. inhibition, % at 18.8 µM. hit rate 0.72% among 360,000. AID 624352, 2012;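 active means inhibition of the luminescence signal of 40% or more relative to plate controls, in a single-dose primary screen at 18.75 µM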
aDG glyco up: activators of alpha-DG glycosylation, primary screen, uHTS, Pro5-aDG cells, AlphaScreen | alpha-DG glycosylation AlphaScreen (IIH6); 0% Pro5, 100% B10-LARGE cell signal | activation, % at 10 µM | hit rate 0.22% among 360,000;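 active means activation of at least 8% versus controls, or a plate z-score of at least 8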;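 further: Pro5 are CHO cells carrying HIG-tagged alpha-DG that lacks glycosylation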
NR2E3 ag-2: NR2E3 agonists in two-hybrid cells, primary screen, cell-based, luminescence, CHO-S, Gal4-NCOR/VP16-NR2E3 | Photoreceptor-specific nuclear receptor (Homo sapiens), Q9Y5X4 | luciferase | inhibition of corepressor binding, % at 3.98 µM | hit rate 0.35% among 360,000 | AID 602229, 2012;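 active means inhibition above the mean of all tested compounds plus 3 SD, cut at about 70% in these data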;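 further: 0% = DMSO with NR2E3 transfected cells and 100% = cells lacking NR2E3 construct; higher means lower luciferase signal from less NR2E3 corepressor binding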
Starred values were filed as active, the others as inactive; / = no result given.

SMILES	TRPM1 prom inh	CaV13 FRET inh	NR2E3 ag-1	PDI turbidity	Vif imaging	Granule exo inh	hiPSC survival	Peg3 prom inh	HIF-2a block	aDG glyco up	NR2E3 ag-2
O=C(Cc1ccc(S(=O)(=O)N2CCOCC2)s1)NCCc1ccc(F)cc1	7	-6	-1	9	-1	-4	-0.4	-31	-23	0.1	-13
COc1cccc(NC(=S)NCCCN2CCOCC2)c1	-3	-3	-4	0	-3	-4	-1.2	13	3	-0.1	-7
O=C1OC(c2ccccc2)=N/C1=C/c1cccc(OC(=O)c2cccs2)c1	3	/	6	0	1	3	1.2	5	13	0.1	-5
Cc1ccc(N(C(=O)Cc2cccs2)C2C=CS(=O)(=O)C2)cc1Cl (stereo unspecified)	-41	-14	0	15	-7	-1	-0.1	10	13	-0.1	5
Cn1cc(Cl)c(C(=O)Nc2cccc(Cl)c2Cl)n1	-49	/	0	-7	-3	4	-1.7	-142	-205	0.1	-39
C[C@@H]1CN([C@@H](C)CO)C(=O)c2cc(NC(=O)CCC(F)(F)F)ccc2O[C@H]1CN(C)S(=O)(=O)c1ccc(Cl)cc1	0	-5	/	7	6	-25	-3.2	13	17	-0.3	-23
C(#CCN1CCOCC1)CCCN1CCOCC1	-10	-17	/	8	-5	2	7.5	20	6	0.1	25
CC(=O)c1ccc(NC(=O)CSC(=S)N2CCCC2)cc1	-48	-6	2	5	-11	0	0.4	-187	-192	0.5	-137
CC(CNc1nc2ccc(Cl)cc2n2cnnc12)c1ccccc1 (stereo unspecified)	-19	-19	2	8	-12	2	0.1	15	-12	0.3	-11
COc1ccc(S(=O)(=O)N(C)CC(=O)NCc2cccnc2)cc1C	3	-1	3	7	/	1	-0.3	2	7	0.0	-8
Cc1nn(CCCC(=O)NCCc2ccccc2)c(=O)c2nn(-c3ccccc3)c(C)c12	4	-7	3	-4	-6	-2	-0.5	2	6	-0.4	11
Cc1c(C(=O)O)c(=O)n(-c2ccccc2)n1-c1ccccc1	-5	-5	3	-8	6	-4	-0.5	11	26	0.0	-27
COc1ccc(OC)c(/C=N/Nc2cc(C)nc(N3CCOCC3)n2)c1	-10	-20	1	1	1	34	-0.2	19	9	0.1	-4
COc1cccc(-c2nc(CS(=O)(=O)CC(=O)NCCCN3CCOCC3)c(C)o2)c1	-13	-4	1	-7	-6	0	-0.3	3	8	-0.1	3
CCOC(=O)c1c(C)[nH]c(C)c1C(=O)COc1ncnc2cc([N+](=O)[O-])ccc12	5	-6	-3	-1	-10	1	-0.6	21	-11	-0.2	8
O=C(NNC(=O)c1cccs1)c1ccc(Cl)c(S(=O)(=O)N2CCCC2)c1	5	-7	/	-4	11	-14	-0.3	-3	-2	-0.3	2
CC(C)c1ccc(CN2CCC2(C)C(=O)Nc2ccc3c(c2)OCO3)cc1 (stereo unspecified)	/	-5	/	0	-3	2	-0.4	6	-22	-0.3	-11
COc1ccc(CN(C)C(=O)C(Cc2ccccc2)NC(=O)c2ccccc2)cc1F (stereo unspecified)	4	-5	/	2	-3	-1	3.0	54*	18	-0.5	24
Cn1c(N)c(C(=O)COC(=O)c2ccc3c(c2)C(=O)N(c2ccc(Cl)cc2)C3=O)c(=O)n(C)c1=O	-9	-4	-2	-5	13	-1	-0.1	1	17	0.0	-37
CCOCCc1nnc(NC(=O)C2CC(=O)N(c3ccc(OCC)cc3)C2)s1 (stereo unspecified)	-18	-3	2	7	10	-7	-0.3	14	1	-0.1	-6
CCOc1ccc(N(CC(=O)N2CCOCC2)S(=O)(=O)c2ccc(SC)cc2)cc1	4	-4	3	-6	6	13	1.5	-2	1	0.0	-16
CC1CCCN(C(=O)CCc2ccccc2)C1 (stereo unspecified)	-15	-3	-1	-4	34	-1	0.5	-41	-24	0.0	-1
O=P(O)(OCc1ccccc1)OCc1ccccc1	-2	/	0	/	16	1	-0.2	2	7	0.1	-2
COc1ccccc1-n1c(CNC(=O)c2cccc([N+](=O)[O-])c2C)n[nH]c1=S	5	-10	1	7	2	-5	0.0	1	15	-0.5	-15
Clc1ccc(-c2nc(-c3cnccn3)no2)cc1	-45	-4	0	-5	4	0	-0.8	-103	-131	0.2	-124
Cc1ccc(S(=O)(=O)N2CCSC2)cc1C	11	-8	1	7	-7	2	2.6	20	-9	-0.2	9
CCN(CC)C(=O)c1nc(-c2cccc3ccccc23)no1	/	-5	/	5	3	-1	5.6	-293	-205	0.5	-44
CCCCc1cc(=O)oc2cc(OCC(=O)N3CCC(C(N)=O)CC3)ccc12	2	/	-1	/	-3	-2	3.1	6	0	-0.1	0
O=C(CCN1C(=O)C2CCCCC2C1=O)Nc1ccc(OC(F)F)cc1 (stereo unspecified)	-9	-7	3	4	-4	-3	-0.1	-2	7	-0.3	0
CC(=O)CSc1nc(-c2ccccc2)c(-c2ccccc2)o1	5	-20	1	4	2	7	0.4	18	7	0.0	-32
CCOc1ccccc1NC(=O)COC(=O)/C=C/c1ccc(OC)c(OC)c1	-22	-5	-2	1	-2	-1	1.4	9	23	0.2	3
Brc1ccc2oc(-c3ccn[nH]3)cc2c1	/	-2	-2	2	1	-22	-0.6	-383	-327	0.2	-107
CC(C)(C)C(=O)NC(=S)Nc1ccccc1F	-35	-5	-2	-2	-3	6	9.7	-91	-94	0.1	-37
CNc1cncc(-c2ccc(OC)c(OC)c2)n1	/	-6	/	1	2	-2	1.2	8	9	0.3	-29
Cc1cccc(-n2c(C)cc(/C=N\NC(=O)c3cccs3)c2C)c1	-61	-2	-3	-9	1	0	-1.4	-274	-208	-0.1	-107
Cc1c(C)c2ccc(OCC(=O)NC3CCN(Cc4ccccc4)CC3)c(C)c2oc1=O	-10	-4	-1	-5	4	11	0.2	-11	-6	0.2	-8

Sorted by number of heavy atoms (smallest number first): part of the list above.
SMILES	TRPM1 prom inh	CaV13 FRET inh	NR2E3 ag-1	PDI turbidity	Vif imaging	Granule exo inh	hiPSC survival	Peg3 prom inh	HIF-2a block	aDG glyco up	NR2E3 ag-2
Brc1ccc2oc(-c3ccn[nH]3)cc2c1	/	-2	-2	2	1	-22	-0.6	-383	-327	0.2	-107
Clc1ccc(-c2nc(-c3cnccn3)no2)cc1	-45	-4	0	-5	4	0	-0.8	-103	-131	0.2	-124
CC(=O)CSc1nc(-c2ccccc2)c(-c2ccccc2)o1	5	-20	1	4	2	7	0.4	18	7	0.0	-32

Other structures:
SMILES	TRPM1 prom inh	CaV13 FRET inh	NR2E3 ag-1	PDI turbidity	Vif imaging	Granule exo inh	hiPSC survival	Peg3 prom inh	HIF-2a block	aDG glyco up	NR2E3 ag-2
NC(c1ccccc1)c1csc(Nc2ccc(C(=O)c3ccccc3)cc2)n1 (stereo unspecified)	/	-4	/	-1	-7	17	2.7	23	-15	2.9	5
O=C(COc1ccc(F)cc1Cl)Nc1cc(S(=O)(=O)N2CCOCC2)ccc1N1CCCCC1	5	/	-2	4	-15	2	1.6	12	15	0.4	0
CC(=NO)C1CCC2C3CCC4=CC(=NO)CCC4(C)C3C(=O)CC12C (stereo unspecified)	17	-5	/	37*	-4	0	-2.7	20	-3	0.0	-5
Cc1cc(NC(=O)CSc2c3c(nc4ccccc24)CCC3)no1	6	-6	0	/	-9	-1	1.9	15	15	8.2*	-24
Cc1sc2ncnc(OCC(=O)Nc3ccc4c(c3)OCCO4)c2c1C	-15	/	4	3	-3	-2	5.4	-3	0	-0.3	-1
NS(=O)(=O)c1ccc(CCNC(=O)COC(=O)C2CCCN2C(=O)c2cccs2)cc1 (stereo unspecified)	-8	-5	2	-4	/	-2	-0.8	-6	18	-0.1	-14
CC(C)(C)OC(=O)CC[C@@H](C(=O)NCCCCCCCCCCC(=O)N1CCN(C(=O)OC(C)(C)C)CC1)n1cc(CCCCCNC(=O)OC(C)(C)C)nn1	12	-7	3	8	-3	-14	-3.5	2	-13	0.0	-3
NC(=O)c1nc(-c2cccs2)nc2c1[nH]c(=O)n2-c1ccc(F)cc1	1	-5	3	15	/	3	-1.3	43	6	0.0	4
c1ccc(Nc2nnc(SCc3cccc4ccccc34)s2)cc1	-9	/	-2	7	-9	2	-1.1	-51	-85	0.0	-50
Cc1ncc([N+](=O)[O-])n1CC(=O)N/N=C/c1ccc(F)cc1	3	-3	-2	-1	4	-2	-0.1	-8	3	0.1	1
CCOc1ccc(NC(=O)c2ccc(Br)o2)c([N+](=O)[O-])c1	-50	-4	-2	24	19	-3	0.5	-84	-126	0.6	-36
c1ccc2c(c1)OCC(c1nnc3sc(-c4ccc5c(c4)OCO5)nn13)O2 (stereo unspecified)	-25	-6	-3	2	15	-2	0.5	-200	-208	-0.1	-50
COc1ccc(-c2cc(C(F)F)n3ncc(C(=O)N4CCN5CCCC5C4)c3n2)cc1 (stereo unspecified)	20	-6	1	3	16	4	0.2	22	3	-0.1	5
Cc1cccc(C)c1NC(=S)Nc1ccc(Cl)c(Cl)c1	4	9	1	0	-2	1	-1.8	7	19	-0.3	-15
Cc1cc(C)c(NC(=O)CN2C(=O)NC(Cc3ccccc3)C2=O)c(C)c1 (stereo unspecified)	-3	-7	0	-6	0	8	0.0	-8	16	0.2	12
Cc1cccc([C@@H]2[C@@H]3C(=O)N(Cc4ccccc4)C(=O)[C@@H]3[C@]3(CC(C)C)C(=O)N(c4cccc(Br)c4)C(=O)N23)c1	0	/	-2	7	-12	-3	3.4	15	4	0.2	3
Cc1cccn2c(=O)c3cc(C(=O)NCc4ccco4)c(=N)n(CCc4ccccc4)c3nc12	-16	39*	0	6	2	-1	1.1	13	11	0.8	-5
O=C(CSc1cc(Cl)ccc1Cl)NCCCn1ccnc1	8	-3	-1	0	-5	1	0.0	23	19	0.1	-5
Cc1ccc(CC(=O)Nc2cccc(C)n2)cc1	-59	-5	2	-15	/	1	-0.7	-173	-208	-0.1	-75
COc1cc(OC)cc(C(=O)NCCCNC(=O)c2cccnc2)c1	-3	-8	1	14	15	-7	-0.5	-13	6	0.1	-10
CCOC(=O)Cc1cc(=O)n2[nH]c(C(C)(C)C)cc2n1	-2	-5	2	-2	-7	-8	-0.6	13	9	-0.3	-8
CCC(C)N1CC(C(=O)NC2CCCCC2)CC1=O (stereo unspecified)	-8	/	3	-1	5	1	-0.3	13	15	0.8	8
COc1ccccc1-c1nnc(-c2ccc(F)cc2)o1	/	-6	-1	21	-2	-6	-0.4	-273	-324	-0.1	-65

An excerpt from above in order of their number in HIF-2a block, descending.
canonical_smiles,HIF-2a block
O=C(CSc1cc(Cl)ccc1Cl)NCCCn1ccnc1,19
Cc1cc(C)c(NC(=O)CN2C(=O)NC(Cc3ccccc3)C2=O)c(C)c1 (stereo unspecified),16
COc1cc(OC)cc(C(=O)NCCCNC(=O)c2cccnc2)c1,6
COc1ccccc1-c1nnc(-c2ccc(F)cc2)o1,-324
